HTR5A ag: counter-screen for OPRM1-OPRD1 agonists: human HTR5A agonism. AID 504692. activation, % at 9.3 µM. 340,000 tested, 0.61% active. P47898. HTR5A agonist assay, luminescence, cell-based; in the data active means activation mostly above about 9.5%, no sharp cut-off; inactive means mostly below about 7.6%;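 further: 0% = cells with vehicle only and 100% = reference agonist; strong numbers were not always called active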
CDK5 p35 inh: inhibitors of human CDK5/p35 kinase | Q00535+Q15078 | Recombinant CDK5/p35, ADP-Glo luminescence, 60 min | inhibition, % at 10 µM | 330,000 tested, 0.01% active | AID 488839;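 active means highest replicate inhibition of at least 50% and at least 75% of replicates reaching 50%; inconclusive means only one of the two criteria met; inactive means both criteria failed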;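 further: plate controls were DMSO neutral control for no effect and GW8510 at 10 µM for full effect; many of its hits are not listed in these tables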
Target sequence (Q00535 whole entry, looked up): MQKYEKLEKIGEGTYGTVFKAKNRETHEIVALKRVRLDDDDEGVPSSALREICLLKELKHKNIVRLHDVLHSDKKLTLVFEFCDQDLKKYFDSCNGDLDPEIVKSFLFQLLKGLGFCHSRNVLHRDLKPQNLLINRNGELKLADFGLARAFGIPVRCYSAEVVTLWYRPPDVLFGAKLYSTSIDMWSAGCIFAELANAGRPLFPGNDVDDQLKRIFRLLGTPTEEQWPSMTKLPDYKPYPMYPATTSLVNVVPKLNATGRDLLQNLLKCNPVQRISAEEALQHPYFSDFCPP
Target sequence (Q15078 whole entry, looked up): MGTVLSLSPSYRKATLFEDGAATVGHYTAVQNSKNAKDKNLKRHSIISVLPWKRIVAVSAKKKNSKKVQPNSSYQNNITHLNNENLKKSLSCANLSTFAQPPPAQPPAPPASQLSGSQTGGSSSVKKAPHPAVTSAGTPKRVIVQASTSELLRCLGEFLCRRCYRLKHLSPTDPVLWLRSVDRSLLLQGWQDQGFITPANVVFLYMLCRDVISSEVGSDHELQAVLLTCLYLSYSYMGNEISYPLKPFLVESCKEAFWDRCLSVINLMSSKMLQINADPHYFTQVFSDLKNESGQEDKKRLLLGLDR
cardiac RTF act: cardiac RTF calcium sensitization. P19429+P45379. IANBD-labeled TnC RTF fluorescence at EC20 calcium; 0% EC20 calcium, 100% full calcium. activation, % at 7.2 µM. 340,000 tested, 0.24% active. AID 493008;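 active means activation above the mean over all tested compounds plus 3 SD, cut at about 30% in these data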;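 further: rise in fluorescence read as greater calcium sensitivity of cardiac thin filaments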
Wnt bcat act: activates Wnt/beta-catenin signaling in a reporter cell assay; activator, plate reader; 300,000 tested, 1.2% active; activation, % at 9.35 µM; in the data active means activation above about 30%, passing the limit was not always enough; inconclusive means no clear call, values can overlap the other calls;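 further: 0% = neutral control wells and 100% = positive control wells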
Rtt109 HAT inh: C. albicans Rtt109 histone acetyltransferase inhibition; purified Rtt109/Vps75, ThioGlo CoA-SH fluorescence, 4 h; inhibition, % at 34.9 µM; 330,000 tested, 0.16% active; AID 540336;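 active means inhibition of at least 50% in every replicate; inconclusive means best replicate reaches 50% inhibition but some replicates fall short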
SR-BI DiI inh: inhibitors of mouse SR-BI mediated HDL lipid uptake; AID 488896; 320,000 tested, 0.96% active; inhibition, % at 12.5 µM; Q61009; ldlA[mSR-BI] CHO cells, DiI-HDL uptake fluorescence, 3 h;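 active means mean replicate inhibition of at least 70% and a set share of replicates each scoring 70 or more; inconclusive means meets just one of the two criteria; inactive means fails both criteria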;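 further: 0% = median of neutral control wells and 100% = median of positive control wells; values of inactives mirror those of a sister screen read the other way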
SR-BI uptake up: activators of SR-BI mediated HDL lipid uptake | AID 504775 | 320,000 tested, 0.096% active | activation, % at 12.5 µM | CHO ldlA[mSR-BI] cells, DiI-HDL uptake fluorescence, 3 h; 100 = double the neutral-control signal;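 active means mean replicate activation of at least 60% and every replicate at or above 60%; inconclusive means mean or all-replicate condition met, but not both; inactive means mean below 60% and not all replicates reaching 60%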;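 further: 0% = median plate neutral-control signal and 100% = twice that signal; values of inactives mirror those of a sister screen read the other way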
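system = CHO ldlA[mSR-BI] cells, LDL receptor-null, SR-BI overexpressing | medium = Ham's F12 with 0.5% BSA, HEPES 25 mM, pH 7.4 | probe or stimulus = DiI-HDL 10 µg/mL | compound dosing = single-point compound dose | incubation = compound exposure 3 h, 37 °C | technique = DiI fluorescence, bottom read | read-out = cell-associated DiI fluorescence as measure of HDL uptake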
PvdQ acylase: blocks Pseudomonas aeruginosa PvdQ acylase activity; purified PvdQ acylase, fluorescence plate reader; inhibition, % at 10 µM; 340,000 tested, 0.063% active; in the data active means inhibition above about 30%, passing the limit was not always enough; inconclusive means no clear call, values can overlap the other calls;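 further: 0% = vehicle neutral wells and 100% = reference inhibitor wells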
MITF TRPM1 HTS: activators of MITF-driven TRPM1 promoter activity in SK-MEL-5 cells; activation, % at 12.5 µM; 300,000 tested, 0.75% active; AID 588334; SK-MEL-5 TRPM1-promoter luciferase, 24 h; % of positive control, neutral wells = 0;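 active means mean activation of at least 80% with every replicate also reaching 80%; inconclusive means mean reaches 80% but some replicate falls short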;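 further: 0% = neutral control wells and 100% = parthenolide positive control wells; values of inactives mirror those of a sister screen read the other way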
dFosB activator: mouse delta FosB homodimer activation. P13346. purified delta FosB, TAMRA-CDK5 oligo fluorescence polarization; percent of positive-control signal above neutral wells. activation, % at 25 µM. 340,000 tested, 0.99% active;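 active means mean activation above about 17%, with every replicate also reaching it, limit read from the data, passing the limit was not always enough; inconclusive means only one of the two conditions met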;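 further: fluorescence polarization rise as delta FosB binds a TAMRA Cdk5 AP-1 oligo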
Target sequence (P13346 whole entry, looked up): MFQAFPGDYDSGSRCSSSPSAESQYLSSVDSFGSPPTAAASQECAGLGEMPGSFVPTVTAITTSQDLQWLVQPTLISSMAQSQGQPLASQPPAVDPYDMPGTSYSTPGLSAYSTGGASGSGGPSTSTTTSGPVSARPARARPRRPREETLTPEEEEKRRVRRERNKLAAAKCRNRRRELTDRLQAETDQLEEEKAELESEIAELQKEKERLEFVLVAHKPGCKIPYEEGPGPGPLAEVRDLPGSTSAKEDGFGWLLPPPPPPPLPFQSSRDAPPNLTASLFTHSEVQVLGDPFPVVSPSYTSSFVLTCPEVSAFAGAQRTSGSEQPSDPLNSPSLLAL
Starred values were filed as active, the others as inactive; ? = inconclusive; . = not tested or not shown.

smiles	HTR5A ag	MITF TRPM1 HTS	CDK5 p35 inh	Rtt109 HAT inh	SR-BI uptake up	SR-BI DiI inh	dFosB activator	Wnt bcat act	PvdQ acylase	cardiac RTF act
CCc1ccc(C2C3=C(CCCC3=O)OC3=C2C(=O)CCC3)cc1	-6	-4	-3.8	1	-63	63	-4	-1	-10	5
Cc1cc2ccccc2nc1SCC(=O)N1CCCC1	2	5	-1.2	2	-11	11	0	1	0	3
Cc1ccccc1-c1ccc(=O)n(CC(=O)Nc2ccc(-n3cnnn3)cc2)n1	-1	-11	1.7	-2	0	0	-5	-1	-11	1
Cc1ccc(C)c2c1cc(C)c1nnc(SCC(=O)NCc3ccc4c(c3)OCO4)n12	0	4	0.4	6	-21	21	-9	-2	-1	-2
O=C1c2ccccc2C(Nc2cccnc2)N1Cc1ccc2c(c1)OCO2 (stereo not drawn)	-3	.	0.1	0	11	-11	-5	-2	-6	-2
O=C(O)c1ccc(CN2CCCCC2)o1	3	17	6.3	20	7	-7	-5	-4	4	5
COCCn1c(SCC(=O)NC2CCCC2)nc2ccccc2c1=O	-1	1	1.0	0	23	-23	-9	-1	-2	-2
Cc1nn(C)c(C)c1S(=O)(=O)N(CC(=O)NCCCOC(C)C)c1ccc(C(C)C)cc1	-5	-4	-0.4	-3	10	-10	-2	.	-6	-3
C=CCn1c(SCc2ccc(C(=O)Nc3ccccc3)cc2)nnc1-c1ccccc1	2	2	-7.8	2	-6	6	-3	0	-2	11
C/C(=C\c1ccco1)CN1CCN(Cc2ccc(C)o2)C(CCO)C1 (stereo not drawn)	-7	0	-0.2	1	17	-17	-4	0	-6	-4
NC(=O)c1nn(-c2ccc(Cl)cc2Cl)c(=O)cc1O	3	7	1.2	-6	-8	8	-2	0	-5	2
CCN(Cc1ccncc1)C(=O)c1ccccc1NS(=O)(=O)c1ccc(F)cc1	1	10	1.6	6	.	.	-1	0	1	0
Cc1ccc2n(n1)c(=O)c(Cc1ccccc1)c([O-])[n+]2-c1ccccc1	2	-1	0.4	-2	14	-14	-3	.	-11	3
CN1C(c2ccccc2)CCOS1(=O)=O (stereo not drawn)	-2	0	-0.1	-5	11	-11	13	-4	-7	6
CCOC(=O)c1[nH]ncc1CN1CCC(Cc2ccccc2)(C(=O)OCC)CC1	2	12	-2.3	4	21	-21	-6	1	-26	9
CC(C)(C)NC(=O)c1ccc2c(c1)N(CC(=O)NC1CCCC1)C(=O)C(C)(C)O2	-1	-12	0.6	-7	10	-10	-5	-1	-14	-1
Cc1cccc(NC(=O)CSc2nnc(-c3ccncc3)n2C)c1	-6	.	-1.2	1	20	-20	1	.	3	-6
Nc1c(-c2ccccc2)c(CSc2nc3ccccc3[nH]2)nn1-c1cccc(Cl)c1	5	8	-0.2	-3	-46	46	-6	11	12	8
COc1c(C)cc(C(=O)C2CCCN(C(=O)c3ccoc3)C2)cc1C (stereo not drawn)	-3	7	-0.9	5	15	-15	-6	1	-3	-5
CN(C(=O)c1cc2c(=O)n3ccccc3nc2s1)C1CCCCC1	3	40	2.1	-78	-7	7	-14	16	1	3
Cc1cccc(OCC(=O)Nc2nnc(-c3ccco3)s2)c1	3	0	-0.3	-1	-1	1	0	20	-14	-6
CCn1cc(/C=C(\NC(=O)c2ccccc2F)C(=O)NCCN2CCOCC2)c2ccccc21	1	-6	-0.5	3	-22	22	-2	-1	-10	-5
Cc1ccc(C(O)c2nccn2C)o1 (stereo not drawn)	-1	7	-0.2	4	5	-5	2	.	-5	9
CC[C@@]1(C(=O)OC)N[C@H](CN(C)S(=O)(=O)c2ccc(OC(F)(F)F)cc2)[C@@H]2C(=O)N(C)C(=O)[C@@H]21	-1	1	2.5	-1	23	-23	-10	-2	-12	2
Nc1o[nH]c(=O)c1Cc1ccccc1	2	-2	0.5	-19	19	-19	-1	2	-19	4
O=C(CNc1ccc(Br)cc1)NNC1=NCCC1	3	2	-1.0	0	26	-26	4	.	-2	-2
O=C(CN(CCN1CCOCC1)C(=O)Cn1nnc(-c2ccc(F)cc2)n1)NC1CCCCC1	2	-7	-1.3	-6	16	-16	-6	.	-11	-1
CCOC(=O)N1CCN(C(=O)CN2C(=O)NC(c3ccccc3)(c3ccccc3)C2=O)CC1	7	2	-0.4	-14	8	-8	-17	2	-13	-6
CC(C)C[C@@H](CO)N1CCNCCC1=O	-8	-6	-0.2	1	3	-3	-8	7	4	-4
CCCCC[C@H]1CN(C2CCCCC2)C(=O)[C@@H]1CC(=O)NCc1ccccc1	2	-15	0.7	17	-39	39	-13	-4	-18	6
O=C1CN(C(=O)c2ccccn2)c2ccccc2N1	1	-6	2.8	-14	-16	16	3	.	-15	4
O=C(NCCN1CCOCC1)c1ccc2c(c1)N(Cc1c(F)cccc1Cl)C(=O)c1ccccc1S2	-1	-8	0.1	7	6	-6	-17	-6	-2	-7
O=c1cc(CSc2ccc(S(=O)(=O)N3CCCCC3)cn2)nc2sccn12	1	-7	-0.2	-8	-3	3	-13	.	-8	7
c1ccc(-c2cc3ccccc3cn2)cc1	5	63	-0.9	3	-10	10	-8	48*	-11	-4
COc1ccccc1-c1ccc2nnc(SC)n2n1	-5	-3	1.5	-13	1	-1	-9	3	-7	4
Cc1ccc(/C=C2/SC(=S)N(CCCC(=O)Nc3ccc(O)cc3)C2=O)cc1	3	-43	0.5	4	-8	8	5	6	-12	-1
Cc1cc(Cl)ccc1NC(=S)NCCc1ccc(Cl)cc1	1	.	1.9	6	-21	21	0	-1	11	-4
CN(C)S(=O)(=O)c1cccc(C(=O)Nc2cc3c(cc2C(=O)O)OCCCO3)c1	3	.	1.0	6	20	-20	-4	0	-13	5
C=CCn1c(N)c(C(=O)OCC(C)C)c2nc3ccccc3nc21	-3	-6	-0.8	-324	-32	32	-7	.	-5	6
COc1ccc(/C=N/NC(=O)COc2ccc3ccccc3c2)c(C(=O)O)c1OC	6	-2	0.2	-6	-11	11	3	.	-10	-2
O=c1cc(O)nc(SCc2ccccc2Cl)[nH]1	-6	2	-2.0	11	20	-20	-3	.	-8	2
COc1ccc(/C=C/c2nc(C)c(-c3ccccc3)c(=O)[nH]2)cc1OC	-3	-13	1.0	-1	-7	7	1	-2	-9	2
CCOc1ccc(N=C2NC(=O)S/C2=C\c2ccc(N(C)C)cc2)cc1	-4	.	-1.0	-9	-37	37	-8	.	-2	17
N#CC1=C(N)N(c2ccccc2)C2=C(C(=O)CCC2)C1c1cccs1 (stereo not drawn)	2	.	-0.4	9	-5	5	-2	1	7	3
Cc1ccc(S(=O)(=O)NCCC(=O)NNC(=O)COc2ccccc2Cl)cc1C	-3	.	0.4	-1	1	-1	-6	-1	-15	1
O=C1C(=O)N(C2CCS(=O)(=O)C2)C(c2cccc(O)c2)/C1=C(/O)c1ccc(Cl)cc1 (stereo not drawn)	-5	8	-0.4	0	-1	1	1	-5	-1	-4
COc1cc(/C=N/NC(=O)c2cccnc2)ccc1OCC(=O)Nc1ccc(C)cc1	2	6	-0.8	2	-45	45	?	18	-5	12
CC(Oc1ccc(Br)cc1Br)C(=O)Nc1cccnc1Cl (stereo not drawn)	3	-3	3.3	-5	-17	17	-11	-1	-2	1
Cc1cn(C(=O)CN2C(=O)c3ccccc3C2=O)c(C)n1	-1	7	-0.2	-8	9	-9	-3	.	-11	-4
CCn1c(SCC(=O)Nc2ccc(Cl)cc2)nc2nc3c(cc2c1=O)CCCC3	4	-5	-1.2	6	-38	38	-10	.	0	-6
CCOc1ccc(Nc2nc(Cc3nnc(SCC(N)=O)o3)cs2)cc1	1	2	2.9	2	1	-1	-10	.	-14	-3
NC(=O)CC(NC(=O)c1ccccc1)c1ccc(NCCN2CCOCC2)c([N+](=O)[O-])c1 (stereo not drawn)	5	2	0.4	16	7	-7	0	1	13	-10
COCCSc1ccccc1C(=O)Nc1ccncc1	0	-8	0.5	3	6	-6	-4	2	6	2
CC(=O)NC(CC(=O)Nc1cccc(S(=O)(=O)N2CCOCC2)c1)c1ccccc1 (stereo not drawn)	-1	-9	0.5	-5	7	-7	-9	0	-6	-2
CCc1ccc(NC(=O)C2CCCN(S(=O)(=O)c3ccc4c(c3)CC(C)N4C(C)=O)C2)cc1 (stereo not drawn)	5	.	-1.7	4	-15	15	3	-2	-11	2
COc1ccc2cc(-c3[nH]ncc3CN3CCCC3c3nonc3C)ccc2c1 (stereo not drawn)	-3	11	5.8	14	.	.	-2	-1	4	1
O=C(Cc1ccccc1)Nc1ccc(N2CCCCC2)cc1	2	62	2.6	17	-18	18	-1	59*	5	-7
Cc1cccn2c(=O)nc(SCC(=O)N3CCC(C)CC3)nc12	-1	-2	0.4	2	23	-23	0	-4	2	-3
CN1CCN(C(=O)C2=C[C@H](C(C)(C)C)C[C@H](OCCCCO)O2)CC1	-1	-14	-1.4	-7	38	-38	1	-1	-10	1
CCc1ccc(-c2cnc3nc[nH]c(=O)c3n2)cc1	1	.	0.5	3	7	-7	-2	5	-12	5

(further entries)
smiles	HTR5A ag	MITF TRPM1 HTS	CDK5 p35 inh	Rtt109 HAT inh	SR-BI uptake up	SR-BI DiI inh	dFosB activator	Wnt bcat act	PvdQ acylase	cardiac RTF act
CCCCNC(=O)c1ccc(S(=O)(=O)c2ccc(Cl)cc2)c(NC(C)=O)c1	3	5	-0.8	-1	18	-18	-14	.	-10	9
COc1ccc(S(=O)(=O)N2CCC(C(=O)N3CCN(C)CC3)CC2)cc1OC	4	4	-0.2	-7	7	-7	-2	-1	-15	4
O=S(=O)(NCc1cccs1)c1ccccc1Cl	6	-1	-1.9	-27	-9	9	3	-2	-5	-3
Cc1cccc(OCCOCCSc2ncccn2)c1	5	4	0.7	9	1	-1	9	.	-6	-2
COc1ccc(C(=O)Nc2ccc(NC(C)=O)cc2)cc1S(=O)(=O)N1CCCC1	0	6	0.2	10	-35	35	2	0	-3	-2
CCC(CC)C(=O)NCc1cccnc1	-3	-1	-0.9	0	7	-7	-2	0	-9	1
O=C(Nc1nc2ccccc2[nH]1)c1ccccc1F	2	-86	19	-2	-19	19	-1	-1	-12	4
O=C(/C=C/c1ccco1)Nc1ccc2nn(-c3ccccc3)nc2c1	7	-7	-1.9	2	-15	15	-13	19	-4	-11
CCOc1cc(/C=C(\C#N)C(N)=O)ccc1OS(=O)(=O)c1ccccc1	5	4	-1.4	-14	9	-9	-1	-1	-15	4
CCC(CC)C(=O)NCCNC(=O)C(CC)CC	4	0	0.6	-7	9	-9	1	1	-10	-5
